Screening results (PubChem BioAssay)
GCN5L2 inh = inhibitors of human GCN5L2 histone acetyltransferase; GCN5L2 HAT assay, ThioGlo1 CoA-SH fluorescence; Potency, µM (highest dose often 58.9 µM), for inactives: top-dose activity change, negative = inhibition, hits mostly inhibitors; 0.21% of 390,000 active; AID 504327
Target sequence (Q92830 whole entry, looked up): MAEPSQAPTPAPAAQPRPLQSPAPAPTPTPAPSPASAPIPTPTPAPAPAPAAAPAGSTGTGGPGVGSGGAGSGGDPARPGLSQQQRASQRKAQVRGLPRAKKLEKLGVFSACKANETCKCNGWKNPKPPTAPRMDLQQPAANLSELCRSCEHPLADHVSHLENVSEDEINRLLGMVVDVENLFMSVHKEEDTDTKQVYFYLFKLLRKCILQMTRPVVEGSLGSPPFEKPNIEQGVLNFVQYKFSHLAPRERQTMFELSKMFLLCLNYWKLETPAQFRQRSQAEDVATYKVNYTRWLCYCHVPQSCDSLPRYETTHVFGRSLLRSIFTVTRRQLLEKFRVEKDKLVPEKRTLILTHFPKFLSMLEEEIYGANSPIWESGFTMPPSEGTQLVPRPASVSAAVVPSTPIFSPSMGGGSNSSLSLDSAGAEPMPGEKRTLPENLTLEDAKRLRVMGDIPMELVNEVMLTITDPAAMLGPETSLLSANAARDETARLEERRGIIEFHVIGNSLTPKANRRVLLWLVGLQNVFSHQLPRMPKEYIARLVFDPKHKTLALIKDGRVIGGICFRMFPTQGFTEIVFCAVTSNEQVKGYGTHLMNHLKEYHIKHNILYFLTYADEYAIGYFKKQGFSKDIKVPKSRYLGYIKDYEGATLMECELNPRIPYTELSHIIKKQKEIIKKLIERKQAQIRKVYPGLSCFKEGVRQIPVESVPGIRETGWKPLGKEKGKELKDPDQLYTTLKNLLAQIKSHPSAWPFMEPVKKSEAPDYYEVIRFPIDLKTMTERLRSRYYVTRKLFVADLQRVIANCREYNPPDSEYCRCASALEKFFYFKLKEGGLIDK
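ThioGlo1-coupled HAT assay: 20nM GCN5L2, 70uM acetyl-CoA, 75uM H3(1-25) peptide, pH 7.5. Fluorescence read at 340/540nm at start and after 20 min at room temperature.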
TDP1 inh = blocks human tyrosyl-DNA phosphodiesterase 1; Q9NUW8; recombinant TDP1, AlphaScreen DNA substrate cleavage; Potency, µM (series often up to 130 µM), for the others: at the top dose activity change, negative = inhibition, most hits filed as inhibitors; 0.28% of 350,000 active; further: nearly all actives have a fitted effect of over 40% in size
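Recombinant E. coli-expressed Tdp1 (1 nM) preincubated with compound 15 min at RT, then 5'-biotin/3'-phosphotyrosine-FITC DNA substrate (15 nM) added for 5 min. AlphaScreen beads (10 ug/ml) added, 10 min RT; tyrosine-FITC cleavage read as signal loss.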
TDP1 cell noCPT = qHTS for Inhibitors of human tyrosyl-DNA phosphodiesterase 1 (TDP1): qHTS in cells in absence of CPT; 15% of 420,000 active; Potency, µM (top dose mostly 46.2 µM), inactives show at the top dose activity change, negative = growth inhibition, hits mostly inhibitors; DT40 Tdp1-/- hTDP1 cells, no CPT, ATP luminescence, 48 h; AID 686978, 2013; further: nearly all actives have a fitted effect of over 55% in size
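Cells were dispensed at 400 per well, compounds added by pin tool, plates incubated ≥48 hr at 37 °C, then CellTiter-Glo added for 30 min at room temperature before luminescence reading. Line: DT40 Tdp1-/- complemented with hTDP1; camptothecin omitted.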
The depositor's hits bear a star; ? = inconclusive; . = not tested or not shown; & = joins results of further samples; [ ] = dose if it differs, or a comment. The call rests on the fitted dose curve; in most records, active means well fitted curve in the direction sought with a large enough effect; inconclusive means small, poorly fitted or top-dose-only effect, or another doubt; inactive means no such curve, though single readings can be large; an effect the other way counts as inactive or inconclusive. On the % scale 0 is the no-effect control and ±100 the full control effect; potency means the concentration at half of the fitted maximal effect.

Each structure is followed by: GCN5L2 inh, TDP1 inh, TDP1 cell noCPT
> CC(C)NC(=O)c1ccccc1NC(=O)Cc1ccc([N+](=O)[O-])cc1
    -7.3%, 5.5%, 1.0%
> Cc1ccc(N2C(=O)c3ccc(C(=O)N4CCOCC4)cc3C2=O)cc1C
    -0.3%, 5.0%, 3.3%
> O=C(NCCCN1CCOCC1)c1cc2cc(Br)ccc2oc1=O
    -4.6%, 2.9%, -12.3%
> O=C(NCCNC(=O)c1cnccn1)c1ccc(Cl)cc1
    -10.6%, -2.9%, 11.9%
> O=C(CSCc1ccc([N+](=O)[O-])cc1)NN=C1CCCCCC1
    -1.0%, 0.7%, -6.4%
> CC(C)c1ccc(CN2CCC(C(=O)NCc3cccnc3)CC2)cc1
    0.0%, 2.3%, -18.2%
> Cc1cccc(N2CCN(C(=O)C3CCN(S(=O)(=O)Cc4ccccc4)CC3)CC2)c1C
    -1.5%, 11.4%, 9.2µM*
> Cc1ccccc1OCCNc1ccc(C(F)(F)F)cc1[N+](=O)[O-]
    ?, 7.2%, ?
> COc1cc2c(cc1OC)/C(=C/C(=O)c1ccccc1F)NCC2
    -11.8%, ., -22.4%
> CCc1cccc(CC)c1NC(=S)/C(=C(\[O-])c1ccc(Cl)s1)[n+]1ccccc1
    3.5%, 2.9%, 1.84µM*
> CN(C)c1ccc(NC(=O)c2ccc([N+](=O)[O-])cc2Cl)cc1
    -1.9%, 0.0%, -22.0%
> COc1ccc(Nc2nccc(-c3cccc(N)c3)n2)cc1
    -2.4%, ., ?
> CCOC(=O)Cn1nnc(-c2ccccc2)n1
    2.8%, -2.4%, -7.9%
> O=Nc1c(O)n(Cc2ccc(Cl)cc2Cl)c2ccccc12
    -11.6%, 9.2%, -27.4%
> C=CCOc1ccc(C=Nc2ccc(C)c(Cl)c2)c(O)c1
    3.2%, 2.3%, -3.7%
> Cc1cc(C)cc(OCCCn2c(CCNC(=O)C3CCCCC3)nc3ccccc32)c1
    -19.6%, 7.6%, 14.6µM*
> COc1cccc(NC(=O)CN(C)C(=O)c2ccc(-c3ccccc3Cl)o2)c1
    -19.2%, 8.9%, ?
> COc1ccccc1-c1nnc(SC(C(=O)c2c[nH]c3ccccc23)c2ccccc2)n1C (centres undefined)
    -11.1%, 8.2%, 16.4µM*
> c1ccc(Nc2nc(-c3cccnc3)nc3ccccc23)cc1
    -9.3%, ., ?
> COc1cc(NC(=O)c2cc3c(C)nc4ccccc4c3o2)cc(OC)c1OC
    -24.5%, 6.9%, 11.6µM*
> O=C(Cn1cnc2c(nnn2-c2ccc(F)cc2)c1=O)NCc1ccco1
    -5.9%, -1.1%, -2.8%
> CCOC(=O)[C@H]1[C@H]2COc3cc(OC)ccc3[C@@H]2N2C(=O)[C@@H](CO)NC(=O)[C@@]12C
    -4.4%, -0.2%, .
> CCOc1ccc(CCNC(=O)CCNC(=O)c2ccco2)cc1OCC
    -3.2%, 6.1%, 19.6%
> COc1cc(-c2nnc(SCC(=O)NC(C)C)o2)cc(OC)c1OC
    0.3%, 11.4%, -17.6%
> COc1cc(-c2nc(C(=O)NCC3CCCO3)cc3c2[nH]c2ccccc23)cc(OC)c1OC (centres undefined)
    ?, ., 7.31µM*
> CCN(CC)c1ccc(NC(=O)Cn2c(C(C)NC(=O)c3ccccc3)nc3ccccc32)cc1 (centres undefined)
    18.8%, 2.6%, ?
> O=C1CN(C(=O)c2cccc(F)c2)C(c2ccc(F)cc2)c2cc(F)ccc2N1 (centres undefined)
    -9.6%, ., -24.4%
> COc1ccc(C(c2sc3nc(C)nn3c2O)N2CCC(C(N)=O)CC2)cc1OC (centres undefined)
    -8.4%, 6.2%, 2.7%
> CCCCN(CCCNC(=O)c1c(C)cc(=O)oc1C)c1ccccc1
    -21.8%, 1.0%, ?
> O=C(NCCc1ccccn1)c1cc(-c2ccc(Cl)c(Cl)c2Cl)nc2ccccc12
    -9.3%, 0.0%, 18.4µM*
> CCN1CCN(c2ccc(S(=O)(=O)N3CCOCC3)cc2N)CC1
    -1.5%, 0.6%, 0.4%
> COc1cc(CNc2cc(C)ccc2C)cc(OC)c1OC
    -3.6%, 5.3%, ?
> O=C(COc1ccc(F)cc1)N1CCC(Cc2ccccc2)CC1
    -8.9%, 0.8%, -14.6%
> O=C(NCCN1CCc2ccccc2C1)Nc1ccc(F)cc1
    -7.0%, -2.2%, -15.7%
> O=C(O)c1ccccc1C1Nc2ccccc2C(=O)N1CCCN1CCOCC1 (centres undefined)
    -7.8%, 6.8%, 6.7%
> CN(C(=O)c1ccc2c(c1)N(Cc1ccccc1F)C(=O)c1ccccc1S2)C1CCCCC1
    -4.1%, 6.6%, 23.1µM*
> O=C(C(=O)N1CCCC1CO)N1CCCC1CO (centres undefined)
    -4.9%, 1.2%, -0.7%
> Cc1cccc(N=Cc2[nH]c3ccc(Br)c(Cl)c3c2O)c1
    -1.8%, 4.3%, ?
> CCOC(=O)CCc1nc2ccccc2[nH]1
    2.7%, 3.7%, -10.1%
> Cc1ccc(C)c(NC(=O)C[n+]2ccccc2)c1
    -5.2%, ., 7.8%
> CNC(=O)COc1coc(CN2CCN(C(=O)c3ccco3)CC2)cc1=O
    -9.2%, 1.1%, 16.2%
> CCOC(=O)N1CCN(/[N+]([O-])=N/Oc2ccc([N+](=O)[O-])cc2[N+](=O)[O-])CC1
    -13.6%&-19.8%, 7.4%&11.5%, .
> C=CCc1cc(OC)ccc1OCCN(C)Cc1ccccc1
    -8.9%, -4.9%, ?
> Cc1nc2c(C(=O)NCc3ccccc3)cnn2c(C)c1Cc1ccc(F)cc1
    -0.8%, 5.2%, 8.2µM*
> Cc1ccccc1C(=O)NNC(=O)CSc1nnc(C)n1-c1ccccc1
    -6.5%, 2.7%, -0.3%
> COc1cc(-c2cc(-c3ccccc3)nc(SCC(=O)O)c2C#N)cc(OC)c1OC
    -16.6%, ., -2.6%
> Cc1ccc(C)c(N2CCN(CC(=O)Nc3ccc([N+](=O)[O-])cc3C(=O)Nc3ccccc3F)CC2)c1
    -10.4%, 5.9%, ?
> CC(C)NC1CS(=O)(=O)CC1O (centres undefined)
    1.4%, -1.5%, -9.6%
> O=c1[nH]c2ccc(NC(=S)Nc3ccccc3Cl)cc2[nH]1
    -0.7%, -3.4%, -0.3%
> CCOc1ccc(CN2C(=O)c3ccccc3C2C(=O)NC(C)CC)cc1OC (centres undefined)
    3.6%, ., -19.5%

Continued.
Each structure is followed by: GCN5L2 inh, TDP1 inh, TDP1 cell noCPT
> CC(=O)c1oc2ccccc2c1N
    -2.2%, 0.0%, 5.0%
> Cn1cc(CC(=O)NC2CCCCC2)c2ccccc21
    -3.3%, 3.7%, 30.6%[activator]
> Cc1ccc(-c2cc(N)n(-c3ccc(C)cc3)n2)cc1
    -0.6%&-5.2%, 8.5%&-5.7%, ?
> Cc1ccc2oc(=O)c(-c3ccc(O)cc3)c(C)c2c1
    -1.4%, 1.3%, ?
> CC(C)(Oc1ccc(Cl)cc1)C(=O)O
    -4.1%, 6.4%, ?
> O=C(Cn1c(=O)oc2ccccc21)NCc1ccc(Cl)cc1
    -1.7%, -0.9%, -27.7%
> O=[N+]([O-])c1ccc(/C=N/NC(=S)Nc2ccc(Cl)cc2Cl)s1
    -2.9%, 3.8%, 5.17µM*
> Cc1ncc(CN2CCCC(CCC(=O)NCc3ccccc3F)C2)s1 (centres undefined)
    0.0%, 6.0%, ?
> Cc1ccc(C)c2sc(N)nc12
    -17.3%, 2.6%, -1.4%
> COc1ccccc1C(=O)NCCCNC(=O)c1ccccn1
    0.0%, 1.5%[0.0935 µM], 0.3%
> CCCC(=O)Nc1ccc(C#Cc2ccccc2)cc1
    -0.3%, 2.9%, 2.5%
> CC(=O)c1ccc(NC(=S)NCCc2cccc(Cl)c2)cc1
    -1.3%, -1.2%, ?
> O=C1CCCCC1C(O)c1ccc(Cl)cc1 (centres undefined)
    -6.3%, -1.4%, .
> COc1ccc(/C=C(\C#N)C(=O)OCC(=O)NC(C)c2ccccc2)cc1 (centres undefined)
    2.2%, 4.5%, -0.5%
> Cc1cc(OCC(=O)Nc2sc3c(c2C#N)CCC(C)C3)ccc1Cl (centres undefined)
    -2.5%, 0.4%[12.3 µM], ?
> COc1ccc(OC)c(N(CC(=O)N2CCC(C)CC2)S(=O)(=O)c2ccc(OC)c(OC)c2)c1
    -16.7%, 7.1%, ?
> Fc1cccc(CNCc2ccc3c(c2)OCO3)c1
    -11.9%, ., -14.6%
> CCCc1cc(=O)[nH]c(SCC(=O)N2CCN(c3ccccc3)CC2)n1
    -2.7%, 1.0%&-2.5%, -9.1%&-8.1%
> CCCCCNC(=O)c1ccc2c(c1)nc(C)n2-c1cccc(C)c1
    -7.9%, 7.8%, ?
> COc1ccccc1-c1nc(CNC(=O)Nc2ccccc2)c(C)o1
    1.5%, 6.2%, 0.4%

A second format for part of the listing above.
SMILES	GCN5L2 inh	TDP1 inh	TDP1 cell noCPT
CC(=O)c1ccc(NC(=S)NCCc2cccc(Cl)c2)cc1	-1.3%	-1.2%	?
COc1ccc(/C=C(\C#N)C(=O)OCC(=O)NC(C)c2ccccc2)cc1 (centres undefined)	2.2%	4.5%	-0.5%
Cc1cc(OCC(=O)Nc2sc3c(c2C#N)CCC(C)C3)ccc1Cl (centres undefined)	-2.5%	0.4%[12.3 µM]	?
O=C1CCCCC1C(O)c1ccc(Cl)cc1 (centres undefined)	-6.3%	-1.4%	.
Fc1cccc(CNCc2ccc3c(c2)OCO3)c1	-11.9%	.	-14.6%
CCCc1cc(=O)[nH]c(SCC(=O)N2CCN(c3ccccc3)CC2)n1	-2.7%	1.0%&-2.5%	-9.1%&-8.1%

Further records
Each structure is followed by: GCN5L2 inh, TDP1 inh, TDP1 cell noCPT
> CCN(C(=O)c1ccc2c(=O)n3c(nc2c1)CCCCC3)c1ccc(F)cc1
    -4.0%, 2.8%, 19.7%
> CC(C)CNC(=O)NC(=O)COC(=O)Cn1cnc2ccccc2c1=O
    -1.0%, 2.7%, -25.7%
> CN(Cc1nc2ccccc2c(=O)[nH]1)C(=O)c1cccc(S(=O)(=O)N2CCc3ccccc32)c1
    -3.8%, -0.3%, ?
> O=C(Nc1ccc(Cl)cc1)N1CCN(c2ccc3nnc(-c4ccc(F)cc4)n3n2)CC1
    -15.4%&-16.2%, 5.3%&1.0%, 20.6µM*
> Oc1ccc(/C=N/N2CCN(c3ccccn3)CC2)cc1
    -2.4%, 3.6%, ?
> CCOC(=O)c1nn(C23CC4CC(CC(C4)C2)C3)c2c1C(=O)N(c1ccc(C)cc1)C2=O
    -1.4%, -3.8%, -6.6%
> Cc1ccc(S(=O)(=O)NN=C2C3CC4CC(C3)CC2C4)cc1
    ?, ., 0.6%
> CCOC1=NC(C(=O)O)c2ccccc2/C(=C(/C)Cl)N1 (centres undefined)
    2.2%, 2.1%, -12.9%
> CC1CCCN(Cc2nc(Cc3ccccc3Cl)no2)C1 (centres undefined)
    -4.4%, -2.4%, ?
> COc1ccc(CCNC(=O)COc2cc(O)c3c(c2)OC(C)(C)CC3=O)cc1
    -6.1%, ., ?

The list goes on (two carried over from the part before).
Each structure is followed by: GCN5L2 inh, TDP1 inh, TDP1 cell noCPT
> CC1CCCN(Cc2nc(Cc3ccccc3Cl)no2)C1 (centres undefined)
    -4.4%, -2.4%, ?
> COc1ccc(CCNC(=O)COc2cc(O)c3c(c2)OC(C)(C)CC3=O)cc1
    -6.1%, ., ?
> CCn1c(COc2cccc3cccnc23)nnc1SCC(=O)OC
    9.4%, -5.5%, -1.2%
> Cc1ccc(NC(=O)Nc2cccs2)c(C)c1
    -4.9%, 3.9%, ?
> Cc1cc(Nc2cccc(F)c2)nc(N2CCOCC2)n1
    -1.9%, -1.2%, ?
> COc1ccc(CNC(=O)c2cnn(-c3ccc(OC)cc3)c2C2CCN(C(=O)OC(C)(C)C)CC2)cc1
    -2.7%, 1.1%, ?
> COc1ccc(NC(=O)CN2C(=O)CSC(C)C2=O)cc1 (centres undefined)
    12.5%, -0.6%, -25.2%
> Cc1cccn2c(=O)cc(COc3ccc(NC(=O)C(C)Oc4ccccc4)cc3)nc12 (centres undefined)
    -14.0%, -2.7%, ?
> CC(/C=C/c1ccccc1)=N/NC(=O)c1nc2nc(C)cc(C)n2n1
    0.2%, ., ?
> O=C(N=C1SC2CS(=O)(=O)CC2N1Cc1ccc(Cl)cc1)C1CCCO1 (centres undefined)
    -7.7%, -1.8%, 13.3%
> Nc1nccnc1C(=O)OCC(=O)Nc1cccc(S(=O)(=O)N2CCCCC2)c1
    -20.6%, 2.8%, -3.6%

Not all compounds are listed; count on the stated rates, not on these rows.
